Screening data (PubChem)
MLL CXXC-DNA inh: blocks binding of human MLL CXXC domain to DNA; MLL-CXXC / FITC-HOXA9 DNA fluorescence polarization; AID 2662; Potency, µM (series often up to 115 µM), for the others: at the top dose activity change, negative = inhibition, hits mostly inhibitors; 290,000 compounds, 0.037% hits; active = well fitted inhibition curve with a large enough effect in the polarisation, with a control signal flat, not every such curve was filed as active; inconclusive = small, poorly fitted or top-dose-only effect, or effect the other way, or a change in a side signal; inactive = no such curve, though single readings can be large or run the other way; the % refers to the polarisation; note: potency is the fitted concentration of half-maximal effect
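Steps: dispense CXXC domain solution (7 uM) → pin compounds or unlabeled HOX-A9 DNA control → 5 min ambient → add FLSN-HOX-A9 solution (50 nM) → spin → 30 min ambient → fluorescence polarization. Tris pH 7.5/NaCl/DTT/BSA buffer.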
TSHR antagonist: human thyrotropin receptor antagonism; TSHR-expressing cells, TSH-stimulated cAMP HTRF, 2 h; stronger effect = lower value; activity change, negative = inhibition, % at 11.5 µM; 330,000 compounds, 0.2% hits; AID 504810;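 active = activity change below a set negative limit, meaning inhibition stronger than a set level, cut at about -70% in these data; inconclusive = activity change between two set negative limits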; note: % is set by controls: 0 for no effect and ±100 for the full control effect
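Read-out is FRET at 665 nm (cryptate excitation 337 nm) from a cryptate-tagged anti-cAMP antibody, competed by cell cAMP against cAMP-d2. Compounds are tested on freshly harvested TSHR cells challenged with 4nM TSH (EC80) for 2 hours at 37 deg C.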
AT treatment: potential ataxia-telangiectasia treatments restoring KAP-1 phosphorylation | […] A-T fibroblasts, KAP-1 phosphorylation AlphaLISA; neocarzinostatin DNA damage 30 min before lysis | Potency, µM (series often up to 57.5 µM), inactives show at the top dose activation, most hits filed as activators | 320,000 compounds, 0.19% hits | AID 485349; note: potency is the fitted concentration of half-maximal effect; % of control where 0% means no effect; nearly all actives have a fitted effect of over 45% in size
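ATM-like activity read as KAP-1 phosphorylation via AlphaLISA donor/acceptor antibody pairs after lysis and 6 hr at 25C. Cells were ATM-null patient fibroblasts ([…], hTERT), dosed 60 min, then exposed to the DSB inducer NCS for 30 min.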
S-ASM inh: human S-ASM enzyme inhibition. P17405. placental ASM, HMU-PC fluorogenic substrate, 60 min. Potency, µM (highest dose often 57.5 µM), for inactives: top-dose activity change, negative = inhibition, actives largely listed as inhibitors. 340,000 compounds, 0.006% hits; note: potency is the fitted concentration of half-maximal effect
Target sequence (P17405 47-631 limits assumed): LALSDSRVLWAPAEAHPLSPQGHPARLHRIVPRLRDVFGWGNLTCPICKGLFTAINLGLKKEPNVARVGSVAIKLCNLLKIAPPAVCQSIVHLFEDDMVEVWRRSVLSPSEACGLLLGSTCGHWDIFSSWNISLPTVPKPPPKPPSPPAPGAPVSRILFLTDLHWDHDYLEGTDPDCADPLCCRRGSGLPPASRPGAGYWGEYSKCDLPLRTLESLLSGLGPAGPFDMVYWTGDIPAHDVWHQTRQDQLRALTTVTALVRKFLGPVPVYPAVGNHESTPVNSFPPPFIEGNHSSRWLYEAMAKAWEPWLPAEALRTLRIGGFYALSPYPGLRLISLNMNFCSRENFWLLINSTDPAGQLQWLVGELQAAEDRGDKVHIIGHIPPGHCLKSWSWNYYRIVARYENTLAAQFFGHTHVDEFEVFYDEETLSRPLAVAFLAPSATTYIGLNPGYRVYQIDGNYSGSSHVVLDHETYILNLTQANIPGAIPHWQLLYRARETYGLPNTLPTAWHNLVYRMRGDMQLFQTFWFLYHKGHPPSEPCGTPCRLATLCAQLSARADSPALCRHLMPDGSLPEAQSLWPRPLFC
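Fluorescence read-out (Ex 386 nm, Em 447 nm) after stopping the reaction at pH 10. Enzyme: ASM from human placenta; substrate HMU-PC0, 9 uM final; 60 min, 37 °C. Compound preincubation 10 min, ambient temperature.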
Mito fusion act: blocks mitochondrial division or promotes mitochondrial fusion; S. cerevisiae fusion-defective mutant growth rescue, CellTiterGlo 48 h; Potency, µM (highest dose often 46.1 µM), for the others: top-dose growth rescue (activation), actives largely listed as activators; 320,000 compounds, 0.23% hits;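 note: potency is the fitted concentration of half-maximal effect; % of control where 0% means no effect; nearly all actives have a fitted effect of over 45% in size; temperature-sensitive fusion mutants such as fzo1-1 at 37 °C on non-fermentable ethanol glycerol medium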
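Temperature-sensitive fusion-defective S. cerevisiae (e.g. fzo1-1, mgm1-5) were grown with compound in YPEG medium (3% ethanol, 3% glycerol) for 48 hours at 37C. Growth rescue was measured as viability by CellTiterGlo luminescence after 10 minutes at ambient.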
Integrin act MD: activates integrin-mediated alleviation for muscular dystrophy | alpha7betagal myoblasts, beta-gal FDG fluorescence, 48 h | Potency, µM (top dose mostly 38.3 µM), inactives show top-dose activation, actives largely listed as activators | 350,000 compounds, 0.064% hits;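 note: potency is the fitted concentration of half-maximal effect; 100% = response of the positive control SU9516; nearly all actives have a fitted effect of over 60% in size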
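alpha7betagal+/- myoblasts (passage 13, 250/well) treated 48 h at 37C with compounds at 1:260 dilution of DMSO stock. Lysed, then beta-galactosidase activity read as FDG fluorescence (ex 480/em 540) after 30 min, with pre-read for autofluorescence.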
MBNL1-CUG inh: inhibitors of human MBNL1 binding to CUG repeat RNA | TR-FRET MBNL1-His/biotin-(CUG)12 binding, 665/545 ratio | AID 2675 | Potency, µM (series often up to 57.5 µM), for the others: at the highest dose activity change, negative = inhibition, most hits filed as inhibitors | 280,000 compounds, 0.036% hits; active = well fitted inhibition curve with a large enough effect in the signal ratio, with a control signal flat, not every such curve was filed as active; inconclusive = small, poorly fitted or top-dose-only effect, or effect the other way, or a change in a side signal; inactive = no such curve, though single readings can be large or run the other way; the % refers to the signal ratio; note: potency is the fitted concentration of half-maximal effect; % is set by controls: 0 for no effect and ±100 for the full control effect
Target sequence (Q9NR56 whole entry, looked up): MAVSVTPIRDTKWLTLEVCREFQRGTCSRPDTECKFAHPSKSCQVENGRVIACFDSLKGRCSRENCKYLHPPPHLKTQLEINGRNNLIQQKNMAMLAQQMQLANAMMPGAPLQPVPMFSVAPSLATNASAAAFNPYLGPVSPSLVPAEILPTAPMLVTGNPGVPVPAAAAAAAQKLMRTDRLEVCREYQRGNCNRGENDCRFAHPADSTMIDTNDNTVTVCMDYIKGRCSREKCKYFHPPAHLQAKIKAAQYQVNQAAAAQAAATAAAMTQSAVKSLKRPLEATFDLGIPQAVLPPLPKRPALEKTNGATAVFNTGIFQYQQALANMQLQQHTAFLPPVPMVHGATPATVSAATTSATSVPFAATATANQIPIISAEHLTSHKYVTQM
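Compound titration spanned 92 nM–58 uM against the MBNL1-His/biotin-(CUG)12 complex. After 60 min at room temperature with 5 nM streptavidin-XL665 and 0.055 ng/ul terbium anti-His, ratiometric 665/545 nm emission (Ex 340 nm) normalized to controls.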
TCR activator: activators of T cell receptors. primary human leukocytes, anti-CD3, IL-2 HTRF, 48 h. Potency, µM (titrated, usually from 9.22 µM), inactives show at the top dose activation of IL-2 secretion, usual class: activators. 330,000 tested, under 10 active. AID 504894; note: % of control where 0% means no effect
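Readout: HTRF IL-2, Eu-cryptate/d2 antibody pair, 320nm excitation, 665nm emission. Stimulus: a-CD3 beads, no co-stimulation. Cells: primary human leukocytes. Exposure: 48 hr with compound.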
TSG101-PTAP inh: blocks PTAP/TSG101 interaction to inhibit HIV-1 budding; Fluorescence polarization, FITC-PTAP peptide / Tsg101 binding; 340,000 tested, under 10 active; Q99816; Potency, µM (titrated, usually from 115 µM), for inactives: top-dose activity change, negative = inhibition, hits mostly inhibitors; active = well fitted inhibition curve with a large enough effect in the main read-out, with a control signal flat, not every such curve was filed as active; inconclusive = small, poorly fitted or top-dose-only effect, or effect the other way, or a change in a side signal; inactive = no such curve, though single readings can be large or run the other way; note: potency is the fitted concentration of half-maximal effect; % of control where 0% means no effect
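Compounds were pin-transferred onto Tsg101 binding domain (10 uM final) in HEPES pH 7.5 buffer, then FITC-PTAP peptide was added at 50 nM final. After 20 min at RT, polarization reported peptide displacement across a qHTS concentration series.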
Menin-MLL TR inh: inhibitors of human menin-MLL interaction, mutant MLL peptide. Menin + Texas Red MLL mutant peptide, fluorescence polarization. Potency, µM (top dose mostly 61.6 µM), inactives show top-dose FP activity change, negative = inhibition, hits mostly inhibitors. 270,000 compounds, 0.23% hits. AID 1768; active = well fitted inhibition curve with a large enough effect in the polarisation, with a control signal flat, not every such curve was filed as active; inconclusive = small, poorly fitted or top-dose-only effect, or effect the other way, or a change in a side signal; inactive = no such curve, though single readings can be large or run the other way; the % refers to the polarisation; note: potency is the fitted concentration of half-maximal effect; % of control where 0% means no effect; many of its hits are not listed in these tables
* hit, by the source's call; ? = inconclusive; . = no result given; [ ] = remark or other dose. Unless noted, calls come from the whole dose curve; as a rule, active = well fitted curve in the direction sought with a large enough effect; inconclusive = small, poorly fitted or top-dose-only effect, or another doubt; inactive = no such curve, though single readings can be large; an effect the other way counts as inactive or inconclusive. Some of the compounds tested; rates above refer to the full screens.

SMILES	MLL CXXC-DNA inh	TSHR antagonist	AT treatment	S-ASM inh	Mito fusion act	Integrin act MD	MBNL1-CUG inh	TCR activator	TSG101-PTAP inh	Menin-MLL TR inh
Cc1cc(C(=O)Nc2ccc(F)cc2F)on1	1%	-2	-6%	-1%	-3%	-6%	-5%	-1%	-6%	-12%
O=S(=O)(c1ccc2oc(=S)[nH]c2c1)N1CCCCC1	-1%	-10	-2%	-1%	7%	-2%	.	6%	-5%	.
O=C1C(=Cc2cccn2-c2ccccc2)C(=O)c2ccccc21	2%	7	8%	2%	.	-5%	0%[11.5 µM]	0%[46.1 µM]	0%	-1%
CN1C[C@H]2CON(C)[C@H]2C[C@H]1c1cccc(-c2ccc(C#N)cc2)c1	.	.	.	-2%	.	21%	.	-5%	-7%	.
Cc1cc(OCC(=O)Nc2cccc(S(=O)(=O)N3CCCCC3)c2)ccc1Cl	.	-40	13%	-3%	4%	-11%	.	4%	-2%	.
Cc1noc(C)c1NC(=O)N(C)C[C@H]1Oc2c(NC(=O)Nc3ccccc3)cccc2C(=O)N([C@H](C)CO)C[C@@H]1C	.	-25	22%	5%	.	4%	.	-45%	-4%	.
CCCCNc1nc(N)ncc1[N+](=O)[O-]	-7%	32	-1%	-9%	-2%	0%	?	-6%	-1%	8%
CCN(CC)S(=O)(=O)c1ccc2c(c1)NC(=O)C1CCCN21 (stereo not drawn)	19%	2	14%	2%	-3%	-16%	-1%	-5%	0%	-25%
Cc1c(NC(=O)CSc2nnnn2Cc2ccccc2)c(=O)n(-c2ccccc2)n1C	0%	2	1%	4%	-1%	8%	-4%	-5%	-7%	6%
COc1cccc(C2NC(=O)NC(C)=C2C(=O)OCCSC)c1OC (stereo not drawn)	.	.	.	3%	.	23%	.	-24%	0%	.
COC(=O)[C@H](CC(C)C)NC(=O)Nc1ccc(F)cc1	-12%	1	0%	0%	8%	-1%	.	-6%	2%	.
CC(C)C(=O)Nc1ccc(NC(=O)c2cccnc2)cn1	-5%	25	-10%	3%	0%	10%	-9%	2%	-3%	7%
CN1CCOC(=O)/C1=N/Nc1cc(Cl)ccc1Cl	4%	-3	0%	-11%	-6%	8%	5%	1%	-2%	?
O=C(COC(=O)c1ccc(Cl)nc1)Nc1ccc(Cl)cc1	.	-7	16%	-1%	-1%	-3%	.	-2%	1%	.
Cc1cccc(NC(=O)Cn2c(/C=C/c3ccccc3)nc3ccccc32)c1	-2%	-5	.	68%[activator]	7%	-13%	1%	2%[46.1 µM]	-3%	?
O=C1CCCN1CCCNS(=O)(=O)c1ccc(F)c(F)c1	-3%	9	4%	3%	0%	28%	-4%	1%	-7%	.
CC(Cc1ccccc1)N/C=C1\CC(=O)NC1=O (stereo not drawn)	-34%	-2	2%	4%	1%	1%	10%	-2%	-2%	1%
Cc1ccc(NC2CNC(=O)NC2=O)cc1C (stereo not drawn)	.	.	.	3%	.	12%	.	8%	0%	.
OCC1OC(c2ccccc2)OC2COC(c3ccccc3)OC12 (stereo not drawn)	.	.	.	2%	.	4%	.	3%	0%	.
Cc1ccccc1C(=O)NNC(=O)CSc1nnc(-c2ccncc2)n1-c1ccccc1	4%	-2	-3%	1%	-3%	-11%	.	6%[46.1 µM]	-1%	-10%
CCC(C)n1cnc2c(c1=O)c1nc3ccccc3nc1n2Cc1ccc2c(c1)OCO2 (stereo not drawn)	8%	-5	-5%	.	?	.	?	.	.	12%
O=C(Nc1ccccc1Cl)c1cc[n+]([O-])cc1	-1%	8	2%	0%	19%	?	3%	4%	-4%	-5%
CCn1cc(Br)c(C(=O)N2CCN(c3ccccc3)CC2)n1	4%	.	.	1%	-3%	-1%	-8%	-3%	-8%	3%
CCc1ccc(N=C2NC(=O)/C(=C/c3cc(OC)c(OC)c(OC)c3)S2)cc1	-2%	-20	-7%	-12%	2%	-2%	1%	4%	0%	?
O=[N+]([O-])c1cccc(S(=O)(=O)N2CN(c3ccc(Br)cc3)c3nc4ccccc4nc32)c1	.	3	13%	0%	.	0%	.	-3%	-3%	.
Following part
SMILES	MLL CXXC-DNA inh	TSHR antagonist	AT treatment	S-ASM inh	Mito fusion act	Integrin act MD	MBNL1-CUG inh	TCR activator	TSG101-PTAP inh	Menin-MLL TR inh
CCOC(=O)c1c(C)c(C(=O)NCCN2CCOCC2)c(C)n1CC	2%	20	-11%	5%	3%	21%	-4%	0%	2%	-15%
O=C1CC(c2ccc(Cl)cc2)CC(O)=C1C=NCc1ccc(Cl)c(Cl)c1 (stereo not drawn)	7%	16	1%	-6%	-1%	-23%	-1%	7%	-7%	0%
O=C(Nc1ccccc1)/C(=C/c1ccc([N+](=O)[O-])cc1)NC(=O)c1ccco1	10%	-36	8%	0%	-10%	-21%	6%	2%	-5%	?
O=C1C=C(Nc2cccc(O)c2)CC(c2ccco2)C1 (stereo not drawn)	12%	-10	-4%	8%	-3%	-32%	1%	-6%[46.1 µM]	-2%	3%
CCOCc1nnc(NC(=O)CSc2ccccc2)s1	9%	2	3%	-1%	2%	6%	-6%	3%	-4%	4%
Cn1cc(CN2CCCCC2c2ccccn2)c(-c2ccc3c(c2)OCCO3)n1 (stereo not drawn)	4%	-8	4%[11.5 µM]	6%	4%	-28%	9%	3%	-4%	3%
CCOC(=O)C1CCN(c2c(NCc3ccc(C(=O)Nc4ccc(C)cc4)cc3)c(=O)c2=O)CC1	-2%	-2	-5%	5%	5%	-5%	-4%	-14%	2%	.
C=CCOc1ccc(/C=C/C(=O)Nc2ccc(C(=O)NC)cc2)cc1	5%	2	-11%	2%	-3%	1%	39%[activator]	-1%	-7%	1%
Cc1cc(/C=N/NC(=O)c2cc3ccccc3o2)c(C)n1C	6%	-4	-7%	0%	-5%	27%	11%	-2%	-2%	?
Cc1cc(CN(C)C(=O)CC2C(=O)NCCN2CC(c2ccccc2)c2ccccc2)on1 (stereo not drawn)	5%	-1	2%	7%	1%	-5%	-2%	1%	-1%	7%
Cc1cccc(-n2c(SCC(=O)N3CCN(c4ccccn4)CC3)nnc2N2CCOCC2)c1	.	9	-5%	-3%	-6%	-9%	.	11%	-1%	.
O=C(C1CCCCC1)N1CCN(c2ccccc2F)CC1	6%	-2	3%	-1%	3%	0%	-4%	5%	-5%	-6%
Cc1ccc(CN(N=Nc2nonc2N)c2nonc2N)c(C)c1	.	.	.	9%	.	-14%	.	-3%	0%	.
NS(=O)(=O)c1ccc(NC(=O)CSC2=NC(=O)C(c3ccccc3)C(=O)N2)cc1 (stereo not drawn)	-17%	-13	-5%	-4%	-1%	13%	2%	10%	-6%	2%
COc1ccc2c(c1)c(-c1csc(N)n1)c(C)n2C	-10%	-5	31%	0%	-1%	3%	2%	3%	0%	6%
O=C(C=Cc1ccccc1)c1cccs1	.	.	.	-3%	.	-33%	.	-2%	-1%	.
C=C1C(=O)O[C@H]2C1CC[C@@](C)(O)C13C=CC(C)(C21)C1(C3)C(=O)O[C@@H]2C3C(C)=CCC3[C@](C)(O)C[C@H](OC(C)=O)C21 (stereo partly drawn)	-5%	8	-9%	2%	-5%	-43%	-5%	-1%[46.1 µM]	-1%	5%
CCCC1(c2ccsc2)NC(=O)NC1=O (stereo not drawn)	.	.	.	5%	.	23%	.	-4%	1%	.

Four entries picked at random from those above, as already listed:
SMILES	MLL CXXC-DNA inh	TSHR antagonist	AT treatment	S-ASM inh	Mito fusion act	Integrin act MD	MBNL1-CUG inh	TCR activator	TSG101-PTAP inh	Menin-MLL TR inh
O=C(C=Cc1ccccc1)c1cccs1	.	.	.	-3%	.	-33%	.	-2%	-1%	.
Cc1cccc(-n2c(SCC(=O)N3CCN(c4ccccn4)CC3)nnc2N2CCOCC2)c1	.	9	-5%	-3%	-6%	-9%	.	11%	-1%	.
CCOCc1nnc(NC(=O)CSc2ccccc2)s1	9%	2	3%	-1%	2%	6%	-6%	3%	-4%	4%
COc1ccc2c(c1)c(-c1csc(N)n1)c(C)n2C	-10%	-5	31%	0%	-1%	3%	2%	3%	0%	6%
